Screening data from PubChem BioAssay.
Glioma ERSR ind: ER stress response induction in glioma; U87-MG GRP78 promoter luciferase reporter, 16 h; Potency, µM, for inactives: top-dose activation, actives largely listed as activators; actives 0.02% (n = 420,000); AID 602332; note: potency is the fitted concentration of half-maximal effect; series mostly up to about 76 µM; % of control where 0% means no effect; nearly all actives have a fitted effect of over 35% in size
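Stably transfected U87-MG human glioma cells carrying a GRP78-based luminescent sensor were seeded at 1000 cells/well, pin-dosed with compounds and incubated 16 h. Luciferase reagent was then added, and end-point luminescence was read after 10 min at room temperature.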
D1 PAM: potentiators of human D1 dopamine receptor; actives 0.036% (n = 360,000); HEK293 TREx D1 cells, calcium flux, dopamine EC20 potentiation; potentiation, % at 10 µM; in the data active = potentiation above about 30%; note: 0% is about no effect
Target sequence (P21728 whole entry, looked up): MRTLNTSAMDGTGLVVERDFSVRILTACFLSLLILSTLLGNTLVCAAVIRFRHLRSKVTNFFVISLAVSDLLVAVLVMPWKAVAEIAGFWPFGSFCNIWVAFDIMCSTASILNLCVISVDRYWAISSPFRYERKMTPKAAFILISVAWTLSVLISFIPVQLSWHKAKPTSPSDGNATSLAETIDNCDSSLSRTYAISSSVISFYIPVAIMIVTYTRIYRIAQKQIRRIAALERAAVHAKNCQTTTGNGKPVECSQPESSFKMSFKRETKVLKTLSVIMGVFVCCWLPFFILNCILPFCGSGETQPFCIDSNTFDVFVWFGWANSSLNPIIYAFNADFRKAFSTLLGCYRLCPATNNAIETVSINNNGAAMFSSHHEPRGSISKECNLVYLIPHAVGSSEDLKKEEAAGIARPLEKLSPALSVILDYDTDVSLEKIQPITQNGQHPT
Vif-APOBEC3G blk: inhibitors of Vif-APOBEC3G interaction. HeLa A3G-eYFP + Vif (tagged APOBEC3G with the HIV-1 protein that degrades it), YFP fluorescence, overnight. AID 602310. Q9HC16. actives 0.076% (n = 410,000). Potency, µM (series often up to 46.1 µM), for the others: at the highest dose activity, negative = active, hits mostly inhibitors;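 note: potency is the fitted concentration of half-maximal effect; % is set by controls: 0 for no effect and ±100 for the full control effect; nearly all actives have a fitted effect of over 60% in size; hits raise eYFP signal because A3G escapes Vif-driven loss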
Target sequence (Q9HC16 whole entry, looked up): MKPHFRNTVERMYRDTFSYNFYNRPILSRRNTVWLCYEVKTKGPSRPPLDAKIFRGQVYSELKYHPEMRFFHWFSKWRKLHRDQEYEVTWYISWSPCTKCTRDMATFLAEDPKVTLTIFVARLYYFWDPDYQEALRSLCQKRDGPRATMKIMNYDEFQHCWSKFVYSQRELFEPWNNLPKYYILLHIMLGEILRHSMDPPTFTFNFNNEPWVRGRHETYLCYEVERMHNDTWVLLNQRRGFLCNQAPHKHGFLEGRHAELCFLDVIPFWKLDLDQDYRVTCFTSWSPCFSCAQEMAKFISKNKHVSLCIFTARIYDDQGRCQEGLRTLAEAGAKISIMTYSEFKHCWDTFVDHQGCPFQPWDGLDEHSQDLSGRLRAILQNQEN
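HeLa cells stably expressing Vif and C-terminally eYFP-tagged A3G, seeded overnight at 37 deg C, then exposed to compound by pintool overnight at 37 deg C. Rise in yellow fluorescence (Ex 488/Em 500-530, Acumen) marks blocked Vif-driven A3G degradation.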
D2 potentiator: positive allosteric modulators of human D2 dopamine receptor; P14416; potentiation, % at 10 µM; AID 485347; HEK293 T-REx D2, calcium flux, EC20 dopamine potentiation; actives 0.34% (n = 340,000);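 active = potentiation over 3 SD above the plate norm, cut at about 30% in these data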; note: 0% is about no effect
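Calcium flux readout, no-wash dye, 1 read/s. Inducible HEK293 Trex D2 line, overnight 30 C. Compound alone 180 s (agonist flags), then EC20 dopamine, another 180 s to score potentiation.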
RXFP1 ag: RXFP1 (human) receptor agonism; HEK293T-RXFP1 cAMP TR-FRET, 30 min; response scale: percent of porcine relaxin response, buffer zero; Q9HBX9; AID 2676; Potency, µM (series often up to 57.5 µM), for the others: top-dose activation, most hits filed as activators; actives 0.3% (n = 370,000); note: potency is the fitted concentration of half-maximal effect; % is set by controls: 0 for no effect and ±100 for the full control effect; nearly all actives have a fitted effect of over 60% in size; many of its hits are not listed in these tables
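cAMP rise read by TR-FRET after 30 min, 37C compound exposure (up to 58 uM) in RXFP1-transfected HEK293 cells with Ro 20174 present. EC50 from Hill-equation fits, with 29 nM porcine relaxin as 100% and buffer as basal.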
RXFP1 antag: antagonists of human relaxin receptor RXFP1; Q9HBX9; HEK293-RXFP1, relaxin-stimulated cAMP HTRF, 30 min; stronger effect = lower value; activity change, negative = inhibition, % at 57.5 µM; actives 0.59% (n = 350,000); AID 1259400;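 active = activity change of -60% or lower, but not beyond a set lower limit; inconclusive = change between -60% and -40%, or beyond the set limit; inactive = change above -40%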; note: % is set by controls: 0 for no effect and ±100 for the full control effect
D1 agonist: agonists of human D1 dopamine receptor; P21728; HEK293 T-REx D1 cells, calcium flux, agonist mode; activation, % at 2 µM; actives 1% (n = 360,000); in the data active = activation above about 30%; note: 0% is about no effect
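Tetracycline-induced HEK293 TREx D1 cells, force-coupled to calcium signalling, were dye-loaded with a no-wash calcium kit. Compound was pin-added after a 10 s baseline. Fluorescence was read kinetically at 1 cycle/s for 180 s, with calcium rises flagged as agonism.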
Vif-A3F inh: blocks the Vif interaction with APOBEC3F. HeLa A3F-eYFP + Vif (tagged APOBEC3F with the HIV-1 protein that degrades it), YFP fluorescence increase. actives 0.2% (n = 390,000). Potency, µM (titrated, usually from 46.1 µM), without a hit: top-dose activity, negative = active; note: potency is the fitted concentration of half-maximal effect; % of control where 0% means no effect; nearly all actives have a fitted effect of over 65% in size
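HeLa cells stably expressing A3F-eYFP plus Vif, plated and incubated overnight at 37 deg C, then exposed to compounds overnight at 37 deg C. Blocked degradation read as raised yellow fluorescence (Ex 488/Em 500-530).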
D1 antag: human D1 dopamine receptor antagonism | actives 3.2% (n = 360,000) | P21728 | activity change, negative = inhibition, % at 10 µM | AID 504652 | HEK293 TREx D1 cells, calcium flux, dopamine EC80; stronger effect = lower value; in the data active = activity change below about -30%; note: % is set by controls: 0 for no effect and ±100 for the full control effect
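Calcium flux readout: force-coupled, inducible Hek293 Trex D1 line, cells induced overnight at 30 C with tetracycline, dye-loaded 30–90 min at RT. Antagonism scored against EC80 dopamine challenge given 180 s after compound.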
* = called active by the depositor; ? = inconclusive; nt = not tested or not shown. Unless noted, calls come from the whole dose curve; as a rule, active = well fitted curve in the direction sought with a large enough effect; inconclusive = small, poorly fitted or top-dose-only effect, or another doubt; inactive = no such curve, though single readings can be large; an effect the other way counts as inactive or inconclusive. This is a subset; count on the stated rates, not on these rows.

| SMILES | D1 agonist | Glioma ERSR ind | D1 antag | RXFP1 ag | D1 PAM | Vif-A3F inh | Vif-APOBEC3G blk | RXFP1 antag | D2 potentiator |
| --- | --- | --- | --- | --- | --- | --- | --- | --- | --- |
| COc1cccc(C(=O)Nc2c(F)c(F)c(F)c(F)c2F)c1 | 10 | 1% | -21 | 0.2% | 1 | -3% | -12% | -4 | 2 |
| Cc1ccc(CCNC(=O)c2ccc3c(c2)N(Cc2ccccc2F)C(=O)c2ccccc2S3=O)cc1 (stereo not given) | 7 | 0% | -7 | 1.5% | -3 | -2% | 1% | nt | -4 |
| Cc1ccc(N2C(=O)N(CC(=O)NC(c3ccccc3)c3ccccc3)C(=O)C2C)cc1 (stereo not given) | 9 | 1% | -12 | -0.1% | -2 | 0% | 1% | -10 | -3 |
| O=C(CSc1ccccc1C(=O)O)NCC1CCCCC1 | 14 | 3% | 9 | 2.0% | 6 | -9% | 0% | -10 | -2 |
| CCOc1ccccc1NC(=O)Cn1nc2c3cc(F)ccc3n(Cc3cccc(C)c3)cc-2c1=O | 7 | -1% | 9 | 3.0% | -3 | 2% | 0% | -13 | 4 |
| Cc1cccc(OCc2nnc(N)s2)c1C | 2 | -2% | -12 | 1.6% | -6 | 2% | -1% | -3 | 6 |
| Cc1ccc(CN(C)C(=O)c2cc(COc3cccc(C(F)(F)F)c3)on2)o1 | 0 | -4% | -24 | 4.2% | -4 | -15% | 1% | -8 | 14 |
| Cc1cc(C(=O)OCC(=O)Nc2ccccc2C#N)c(C)o1 | 3 | -1% | -2 | 1.9% | -6 | 1% | -1% | 0 | nt |
| Cc1ccc(N2CC(C(=O)Nc3ccc4c(c3)OCO4)CC2=O)cc1C (stereo not given) | 2 | -2% | 13 | 0.0% | 9 | -9% | -2% | 0 | 31* |
| COc1ccccc1NC(=O)CS(=O)(=O)c1cn(CC(=O)N2CCCC2)c2ccccc12 | 4 | 3% | -9 | 3.7% | -6 | 10% | 1% | -9 | 10 |
| Cc1nn(C)c(C)c1/C=C/C(=O)c1ccc(Cl)cc1Cl | 6 | 4% | -19 | 0.9% | -3 | -8% | -1% | -7 | nt |
| COC(=O)N1C(=O)[C@@](c2ccc(OC)cc2)(C(C)C)N1C(=O)OC | 1 | -7% | 10 | 2.4% | -3 | 10% | ? | nt | 2 |
| CC(C)C(NS(=O)(=O)c1ccccc1)C(=O)N1CCCCCC1 (stereo not given) | 1 | -5% | -16 | 1.3% | -8 | -2% | -1% | 3 | 12 |
| O=C(NCCc1ccccc1)C1CCN(S(=O)(=O)c2ccc(-n3cnnn3)cc2)CC1 | -1 | 3% | 3 | 0.4% | -7 | 5% | 0% | -16 | -2 |
| COCCSc1nnc(NC(=O)Cc2ccc(OC)cc2)s1 | 6 | 4% | -17 | 2.0% | -3 | -2% | 1% | 2 | 12 |
| CCCn1c(=O)n(C)c(=O)c2c(SCC(=O)Nc3cc(C)on3)nc(C(C)(C)C)nc21 | 4 | -1% | 15 | 1.0% | -8 | 6% | -21% | 3 | -5 |
| O=C(COC(=O)c1ccc(Cl)nc1)NNC(=O)c1ccc(Br)cc1 | 2 | 0% | -9 | 12% | nt | 4% | 0% | 2 | 3 |
| O=C(NCc1ccncc1)C(=O)N/N=C/c1ccccn1 | 2 | -2% | -22 | -0.2% | -1 | 5% | 0% | -1 | 4 |
| O=S1(=O)N=C(N2CCCc3ccccc32)c2ccccc21 | 3 | -1% | 1 | 0.1% | -5 | 3% | 1% | -24 | 7 |
| O=C(Nc1ccccn1)N1CCOCC1 | 1 | -4% | 0 | 2.0% | -4 | 2% | 1% | 9 | 1 |
| O=C(NCc1ccccn1)c1ccc(Cn2c(=S)[nH]c3ccccc3c2=O)cc1 | 8 | -12% | -13 | 1.8% | -2 | -3% | ? | -77* | -6 |
| O=C(O)c1cn(Cc2ccccn2)c(=O)c2ccccc12 | 0 | -4% | -3 | 6.2% | 0 | 0% | 2% | -4 | -1 |
| CCOc1ccc(N(C(=O)CNC(=O)c2cccs2)C(C(=O)NCC2CCCO2)c2ccc(OC)c(OC)c2)cc1 (stereo not given) | 3 | 0% | -9 | -0.4% | 5 | -6% | -2% | -15 | -3 |
| CC(C)CC(/C(O)=C(\C#N)c1nc2ccccc2[nH]1)N1C(=O)c2ccccc2C1=O (stereo not given) | 1 | -1% | -26 | 1.7% | -10 | 8% | -8% | 2 | 17 |
| COc1ccc(S(=O)(=O)N2CCC(C(=O)NCC3CCCO3)CC2)cc1 (stereo not given) | -2 | 2% | nt | 0.6% | -2 | -7% | 1% | -2 | 8 |
| Cc1coc2c1c(C)cc1oc(=O)c(CC(=O)N[C@@H](C)C(=O)O)c(C)c12 | 3 | 0% | -20 | 3.3% | -5 | 6% | -7% | 3 | 10 |
| Cc1cc(C)c(S(=O)(=O)NCC(c2cccnc2)N2CCN(Cc3ccccc3)CC2)c(C)c1 (stereo not given) | 0 | -3% | 1 | -0.2% | -1 | -3% | 2% | ? | -12 |
| Cc1cc(C)cc(NC(=O)c2oc3ccccc3c2COc2ccccc2)c1 | 9 | -4% | 15 | 0.9% | -3 | -1% | -6% | -10 | nt |
| COc1ccccc1C(=O)COC(=O)Cn1nc(C)c([N+](=O)[O-])c1C | 2 | -4% | -6 | 1.4% | 0 | 4% | 1% | 1 | 0 |
| CC1=C(C(=O)Nc2ccccc2)C(c2ccc(Br)cc2)n2nc(CCCO)nc2N1 (stereo not given) | 4 | -1% | 4 | 5.0% | 6 | 1% | -9% | nt | 1 |

The last 3 records of the section before open the next one:
| SMILES | D1 agonist | Glioma ERSR ind | D1 antag | RXFP1 ag | D1 PAM | Vif-A3F inh | Vif-APOBEC3G blk | RXFP1 antag | D2 potentiator |
| --- | --- | --- | --- | --- | --- | --- | --- | --- | --- |
| Cc1cc(C)cc(NC(=O)c2oc3ccccc3c2COc2ccccc2)c1 | 9 | -4% | 15 | 0.9% | -3 | -1% | -6% | -10 | nt |
| COc1ccccc1C(=O)COC(=O)Cn1nc(C)c([N+](=O)[O-])c1C | 2 | -4% | -6 | 1.4% | 0 | 4% | 1% | 1 | 0 |
| CC1=C(C(=O)Nc2ccccc2)C(c2ccc(Br)cc2)n2nc(CCCO)nc2N1 (stereo not given) | 4 | -1% | 4 | 5.0% | 6 | 1% | -9% | nt | 1 |
| Cc1ccc(C(C(=O)NC2CCCCC2)N(C(=O)CCCC(=O)Nc2ccccn2)c2ccc3c(c2)OCCO3)cc1 (stereo not given) | 3 | -6% | 9 | -1.2% | 8 | 0% | -12% | 0 | -6 |
| CC(C)c1ccc2c(c1)[C@H]1OCC[C@H]1[C@@H](c1cccs1)N2 | 5 | -1% | -5 | -2.0% | -8 | -8% | ? | -37 | 11 |
| COc1ccc(/C=C/CN2CCN(Cc3cccc(OC)c3)C(CCO)C2)cc1 (stereo not given) | 7 | -4% | -1 | 0.5% | -5 | 1% | 0% | 8 | -11 |
| COc1ccc(C(=O)NCC(=O)OCC(=O)N2CCC(C)CC2)cc1OC | 3 | 1% | -21 | -0.7% | 2 | -16% | -5% | -22 | -4 |
| CC(C)(C)c1ccc(C(=O)Nc2ccc(NC(=O)c3ccco3)cc2)cc1 | 1 | -2% | -5 | 1.5% | -3 | -14% | -17% | -17 | -12 |
| C/C(=N/NS(=O)(=O)c1ccc(C(C)(C)C)cc1)c1ccc2c(c1)OCO2 | 5 | -1% | 0 | -0.2% | -5 | 1% | -7% | -6 | 2 |
| Clc1cc(Cl)c2nc(N3CCCCC3)sc2c1 | 5 | 3% | 24 | -0.2% | 13 | 4% | 0% | -8 | 14 |
| COc1cc(OC)c(NS(=O)(=O)c2ccc3c(c2)NC(=O)CO3)cc1Cl | 8 | -1% | -8 | 0.1% | -1 | -10% | 1% | 2 | nt |
| COc1cc(C(=O)N2C(=O)CCC2=O)cc(OC)c1OC | 1 | -1% | -7 | 0.5% | 4 | -3% | -4% | 2 | 11 |
| CCOc1ccccc1N1CCN(Cc2cnc(-c3ccccc3)[nH]2)CC1 | 9 | -6% | -3 | 0.0% | -11 | 2% | -3% | -2 | -24 |
| Nc1nc(NCCO)nc(NCc2ccccc2)c1[N+](=O)[O-] | 2 | -3% | 3 | -0.8% | 5 | -4% | -8% | 17 | -2 |
| O=C(Cn1ncc2c(=O)oc3ccccc3c21)N1CCc2ccccc2C1 | 1 | -5% | 0 | 0.4% | 2 | -13% | 0% | 1 | -10 |
| CN(C)S(=O)(=O)c1cccc(NC(=O)c2ccccc2OCc2ccc(F)cc2)c1 | 6 | -6% | -3 | -2.0% | -5 | -2% | 1% | -2 | 12 |
| O=S(=O)(Nc1ccc2c3c(cccc13)CC2)c1ccc(F)cc1 | 6 | 8% | -9 | -2.9% | -1 | 3% | -3% | -2 | -4 |
| O=C(Nn1c(Cc2cccs2)nc2ccccc2c1=O)c1cccs1 | 1 | -6% | -5 | 0.6% | 2 | -5% | 1% | -24 | 2 |

Quoted at random: 4 compounds from above.
| SMILES | D1 agonist | Glioma ERSR ind | D1 antag | RXFP1 ag | D1 PAM | Vif-A3F inh | Vif-APOBEC3G blk | RXFP1 antag | D2 potentiator |
| --- | --- | --- | --- | --- | --- | --- | --- | --- | --- |
| Nc1nc(NCCO)nc(NCc2ccccc2)c1[N+](=O)[O-] | 2 | -3% | 3 | -0.8% | 5 | -4% | -8% | 17 | -2 |
| O=C(Cn1ncc2c(=O)oc3ccccc3c21)N1CCc2ccccc2C1 | 1 | -5% | 0 | 0.4% | 2 | -13% | 0% | 1 | -10 |
| O=C(Nn1c(Cc2cccs2)nc2ccccc2c1=O)c1cccs1 | 1 | -6% | -5 | 0.6% | 2 | -5% | 1% | -24 | 2 |
| O=S(=O)(Nc1ccc2c3c(cccc13)CC2)c1ccc(F)cc1 | 6 | 8% | -9 | -2.9% | -1 | 3% | -3% | -2 | -4 |
